PI5P4K alpha inh = inhibitors of human PI5P4K alpha; PI5P4Kalpha enzyme, ADP-Glo luminescence, 60 min; active compounds read low; max response, %; 330,000 tested, 1.2% active; active = max response of -50% or lower; inconclusive = between -30% and -50%; inactive = -30% or higher; also: value at the top dose of about 77 µM; % is scaled to controls: 0 for no effect and ±100 for the full control effect
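Controls without substrate or without enzyme flank wells where PI5P4Kalpha converts substrate using 5 microM ATP (final). Incubation lasts 60 minutes at room temperature; ADP formed is read by ADP-Glo luminescence.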
EPAC1 agonist = agonists of human EPAC1. 360,000 tested, 0.073% active. Potency, µM (series often up to 154 µM), inactives show at the highest dose activation, most hits filed as activators. O95398. EPAC1 agonist qHTS, biochemical assay; response scale: 100% = response to 6.5 mM cAMP; also: potency is read from the fitted curve at half-maximal effect; nearly all actives have a fitted effect of over 60% in size
Target sequence (O95398 whole entry, looked up): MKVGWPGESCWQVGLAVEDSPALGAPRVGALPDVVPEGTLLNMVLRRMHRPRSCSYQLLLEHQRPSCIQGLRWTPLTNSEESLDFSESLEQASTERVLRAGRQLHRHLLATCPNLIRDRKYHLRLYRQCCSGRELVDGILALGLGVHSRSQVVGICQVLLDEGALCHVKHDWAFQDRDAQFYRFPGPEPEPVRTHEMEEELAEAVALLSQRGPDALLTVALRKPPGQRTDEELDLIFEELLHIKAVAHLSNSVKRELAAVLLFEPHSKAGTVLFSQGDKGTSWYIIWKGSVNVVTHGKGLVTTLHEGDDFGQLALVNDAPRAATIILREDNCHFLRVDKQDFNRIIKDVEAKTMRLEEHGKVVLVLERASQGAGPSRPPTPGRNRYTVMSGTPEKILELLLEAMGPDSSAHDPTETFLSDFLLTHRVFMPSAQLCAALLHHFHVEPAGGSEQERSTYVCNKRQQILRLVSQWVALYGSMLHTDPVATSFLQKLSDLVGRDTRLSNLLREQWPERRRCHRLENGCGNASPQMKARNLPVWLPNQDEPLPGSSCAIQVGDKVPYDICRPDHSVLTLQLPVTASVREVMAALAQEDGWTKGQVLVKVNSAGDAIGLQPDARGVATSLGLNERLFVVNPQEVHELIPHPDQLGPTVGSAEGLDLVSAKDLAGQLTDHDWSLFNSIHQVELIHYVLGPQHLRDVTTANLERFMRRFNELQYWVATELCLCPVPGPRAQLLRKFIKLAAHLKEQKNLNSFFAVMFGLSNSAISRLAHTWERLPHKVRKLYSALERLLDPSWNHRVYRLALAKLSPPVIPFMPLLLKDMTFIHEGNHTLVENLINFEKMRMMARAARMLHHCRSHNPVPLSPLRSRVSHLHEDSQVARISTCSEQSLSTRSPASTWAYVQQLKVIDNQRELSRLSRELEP
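Compounds were pinned as a concentration titration into mixtures of EPAC1 (100 nM), BODIPY-GDP-loaded Rap1B (250 nM) and GDP (50 uM). After 5 min at room temperature, fluorescence was followed for 30 min; activity was scaled to 6.5 mM cAMP.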
EPAC1 antagonist = blocks human EPAC1 exchange factor; 360,000 tested, 0.14% active; Potency, µM (titrated, usually from 115 µM), for the others: at the highest dose activity change, negative = inhibition, hits mostly inhibitors; EPAC1 GEF assay, Rap1b-BODIPY-GDP exchange fluorescence; O95398;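 also: potency is read from the fitted curve at half-maximal effect; plate controls were vehicle for no effect and positive control for full effect; nearly all actives have a fitted effect of over 50% in size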
Abeta rescue = compounds reversing amyloid beta toxicity in yeast. yeast expressing A-beta42, growth rescue, OD600, 48 h; response scale: 0% DMSO, 100% iron-clioquinol control. Potency, µM (doses to about 46.1 µM), for the others: at the highest dose growth rescue, usual class: activators. 410,000 tested, 0.063% active; also: potency is read from the fitted curve at half-maximal effect; nearly all actives have a fitted effect of over 55% in size
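Growth rescue measured by 600 nm absorbance after 48 h yeast culture at 30 C with compound. Values normalized between DMSO and an equimolar ferric chloride plus clioquinol control.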
WRN helicase inh = blocks human WRN helicase | WRN helicase unwinding, fluorescent forked duplex, kinetic | Potency, µM (series often up to 114 µM), for the others: top-dose activity change, negative = inhibition, usual class: inhibitors | Q14191 | 360,000 tested, 0.46% active; also: potency is read from the fitted curve at half-maximal effect; % is scaled to controls: 0 for no effect and ±100 for the full control effect; nearly all actives have a fitted effect of over 55% in size
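Kinetic fluorescence helicase assay: unwinding of a quenched forked DNA duplex (100 nM final) with 2 mM ATP final raises red fluorescence (525/598 nm). Compounds sat 15 min at room temperature with 20 nM WRN beforehand.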
PLK1 PBD inh = PLK1 (human) polo-box domain binding inhibition; P53350; Plk1 PBD binding of FITC phosphopeptide, fluorescence polarization; Potency, µM, for inactives: max response, negative = inhibition, most hits filed as inhibitors; 360,000 tested, 2.8% active; also: potency is read from the fitted curve at half-maximal effect; series mostly up to about 57 µM; % is scaled to controls: 0 for no effect and ±100 for the full control effect; nearly all actives have a fitted effect of over 65% in size
FUS suppressor = rescues growth of FUS-expressing yeast; Potency, µM (doses to about 76.6 µM), for inactives: top-dose growth rescue (activation), usual class: activators; 390,000 tested, 0.24% active; S. cerevisiae FUS-expressing, growth rescue, OD600, 24 h; AID 1347120;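 also: potency is read from the fitted curve at half-maximal effect; plate controls were DMSO vehicle for no effect and reference control for full effect; nearly all actives have a fitted effect of over 55% in size; some results filed as inactive show a strong effect at the top dose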
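Steps: raffinose overnight preculture; dilution to OD 0.005 in 2% galactose minimal medium; compound addition (concentration series); 24hr at 30C, 99% humidity; absorbance read at 600 nm.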
IL2 activator = activates IL-2 in a cell-based reporter assay. IL-2 activation reporter assay, cell-based qHTS; stimulated with anti-CD3/CD4/CD28 beads; in transgenic mouse T cells. activation, % (series mostly up to about 46 µM). 360,000 tested, 0.065% active; in the data active = activation above about 50%; inconclusive = mostly about 30% to 49%; also: 0% is about no effect
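Unstimulated transgenic mouse T cells; 60-min compound exposure; bead-based TCR/CD4/CD28 stimulation; 18 h culture, 37 degrees C; dual fluorescence (EGFP, DsRed) plate cytometry.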
aSyn yeast inh = rescues yeast growth from alpha-synuclein toxicity | Yeast expressing alpha-synuclein, growth rescue, BacTiter-Glo, 24 h | Potency, µM (highest dose often 46.1 µM), for the others: top-dose growth rescue (activation), actives largely listed as activators | 370,000 tested, 0.14% active; also: potency is read from the fitted curve at half-maximal effect; % of control where 0% means no effect; nearly all actives have a fitted effect of over 65% in size
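Readout is rescue of growth in alpha-synuclein-expressing yeast, so inhibitors of toxicity appear as activators. Growth after 24 hr at 30 deg C in galactose medium is quantified by luminescence.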
An asterisk follows results filed as active; ? = inconclusive; · = no result given; & = joins results of further samples; [ ] = dose if it differs, or a comment. Unless noted, calls follow the shape of the dose curve; as a rule, active = well fitted curve in the direction sought with a large enough effect; inconclusive = small, poorly fitted or top-dose-only effect, or another doubt; inactive = no such curve, though single readings can be large; an effect the other way counts as inactive or inconclusive.

canonical_smiles	PI5P4K alpha inh	EPAC1 agonist	EPAC1 antagonist	Abeta rescue	WRN helicase inh	PLK1 PBD inh	FUS suppressor	IL2 activator	aSyn yeast inh
COc1cccc(N2CCN(C(=O)CN(c3cc(C)cc(C)c3)S(=O)(=O)c3c(C)noc3C)CC2)c1	-2	-4%	-17%	7%	-1%	6%	9%	-0.2	7%
CCCCOc1ccc(-c2nc(-c3cccnc3)no2)cc1	29	6%	-9%	18%	-14%	0%	-15%	1.3	9%
Cc1ccc(C(=O)N[C@H](C(=O)N2CCN(c3ncccn3)CC2)C(C)C)cc1	-12	2%	15%	-5%	13%	-5%	-40%	-2.2	1%
Cc1ccc(-c2ccc(C(=O)NCCCNC(=O)c3cnccn3)o2)cc1Cl	4	3%	-7%	28%	-1%	-15%	23%	-0.3	3%
O=C(c1ccc(N2CCCC2=O)cc1)N1CCCCCC1	6	2%	-9%	19%	1%	-6%	20%	-0.2	1%
COc1ccc(C(CNC(=O)C(=O)Nc2ccc3c(c2)OCO3)N2CCN(C)CC2)cc1 (stereo unspecified)	0	2%	-7%	0%	3%	-5%	16%	-3.4	-2%
CC(=O)Nc1nc(-c2ccc3c(c2)CC(C)N3C(=O)C2CC2)c(C)s1 (stereo unspecified)	-4	2%	-24%	5%	-24%	-16%	48%	0.4	3%
CC(/C=C/c1ccc(N(C)C)cc1)=N\N=C(/N)SC1CC(=O)N(c2ccc(C(=O)O)cc2)C1=O (stereo unspecified)	-23	6%	6%	-9%	-20%	-20%	42%	22	-2%
COc1cccc(OCC(O)CN2CCN(C)CC2)c1 (stereo unspecified)	5	3%	-2%	-25%	?	1%	13%	-4.9	-1%
CCOC(=O)N1CCN(C(=O)CNC(=O)c2nn(-c3ccc(OC)c(Cl)c3)c(=O)c3ccccc23)CC1	5	5%	-24%	7%	6%	-2%	40%	-0.4	1%
CC(NCc1ccc2c(c1)OCO2)c1ccccc1 (stereo unspecified)	0	-5%	-22%	-4%	9%	-5%	10%	-1.5	-14%
COc1cccc(N2CCN(C(=O)c3cc4ccc(OC)cc4[nH]3)CC2)c1	1	7%	-9%	9%	-12%	-4%	1%	0.0	10%
Cc1ccc(N2CC(C(=O)Nc3cccc(C(=O)NC4CC4)c3)CC2=O)cc1 (stereo unspecified)	-4	-6%	-1%	8%	-12%	-8%	22%	-0.2	2%
CCC(=O)N(C)CCc1cc2c(c(OC)c1/C=N/NC(=O)c1ccncc1)OCO2	-2	-3%	-12%	-6%	-4%	4%	-23%	1.0	-1%
CCOc1ccc(-c2noc(CCC(=O)O)n2)cc1	0	0%	-1%	1%	3%	-9%	-8%	-2.6	0%
COC(=O)Nc1nnc(-c2ccc(OC)cc2)s1	-6	2%	-3%	-16%	3%	-4%	0%	0.5	0%
Cc1ccc(-c2nn(-c3ccccn3)c(=O)c3ccccc23)cc1	2	12%	?	-28%	-5%	-25%	22%	-0.6	0%
CC(=O)Nc1ccc(NC(=O)CCNS(=O)(=O)c2cccc3nsnc23)cc1	1	9%	-8%	8%&-10%	-7%	-10%	18%&13%	1.6	7%
CCOc1ccccc1N1CCN(C(=O)C2CSC3(C)CCC(=O)N23)CC1 (stereo unspecified)	-5	16%	9%	4%	13%	2%	·	0.7	-3%
CC(C)(C)C(=O)Oc1cc(N)n(S(=O)(=O)c2ccc(F)cc2)n1	0	0%	-7%	24%	-2%	-10%	9%	-2.3	13%
COc1ccc(C2=NO[C@H]3C[C@](C(=O)NC(C)C)(S(=O)(=O)c4ccccc4)C[C@@H]23)cc1	7	5%	0%	-17%	5%	-2%	-3%	0.1	-6%
CC(C)CC(C(=O)NC1CCCC1)N(Cc1cccs1)C(=O)c1snc(C(N)=O)c1N (stereo unspecified)	5	4%	2%	0%	-20%	-4%	28%	1.9	-5%
Cc1ccc2cc(/C=N/Nc3nc4ccccc4[nH]3)c(Cl)nc2c1	-2	5%	-2%	-23%	6%	-5%	-16%	-1.2	-12%
CCOC(=O)c1cc2c(ccn2C)n1CC(=O)N1CCN(c2cccc(C(F)(F)F)c2)CC1	16	-29%	56µM*	15%	-31%	-6%	?	0.7	1%
CCNc1nc(NCC)n2c(SCC(=O)Nc3cc(Cl)ccc3OC)nnc2n1	-2	-6%	-19%	4%	-17%	-1%	5%	1.4	-1%

An excerpt from above in order of number of heavy atoms, rising.
canonical_smiles	PI5P4K alpha inh	EPAC1 agonist	EPAC1 antagonist	Abeta rescue	WRN helicase inh	PLK1 PBD inh	FUS suppressor	IL2 activator	aSyn yeast inh
Cc1ccc(N2CC(C(=O)Nc3cccc(C(=O)NC4CC4)c3)CC2=O)cc1 (stereo unspecified)	-4	-6%	-1%	8%	-12%	-8%	22%	-0.2	2%
CCOC(=O)c1cc2c(ccn2C)n1CC(=O)N1CCN(c2cccc(C(F)(F)F)c2)CC1	16	-29%	56µM*	15%	-31%	-6%	?	0.7	1%
CCOC(=O)N1CCN(C(=O)CNC(=O)c2nn(-c3ccc(OC)c(Cl)c3)c(=O)c3ccccc23)CC1	5	5%	-24%	7%	6%	-2%	40%	-0.4	1%

Continued.
canonical_smiles	PI5P4K alpha inh	EPAC1 agonist	EPAC1 antagonist	Abeta rescue	WRN helicase inh	PLK1 PBD inh	FUS suppressor	IL2 activator	aSyn yeast inh
Cc1ccccc1C1c2[nH]c3ccccc3c2C[C@H]2C(=O)N(c3ccccc3C(=O)NCCCN3CCOCC3)C(=O)N12 (stereo partly specified)	8	2%	?	16%	-4%	-10%	38%	-0.6	1%
Cc1ccc(C(=O)Nc2ccc(O)cc2C(=O)O)cc1C	·	-4%	-5%	0%	-27%	-10%	58%	0.4	1%
O=C(CSc1nnc(-c2cccnc2)n1Cc1ccco1)c1ccc(Br)cc1	-9	1%	-2%	-13%	-20%	-6%	13%	0.4	·
CCc1sc(C(C2C(=O)CC(C)(C)CC2=O)C2C(=O)CC(C)(C)CC2=O)cc1[N+](=O)[O-]	?	7%	-7%	-76%[inhibitor]	32µM*	1.7µM*	35%	-2.7	13%
CC1(C(=O)NCc2ccc(C(F)(F)F)cc2)CCN1Cc1ccc(-c2ccccc2)o1 (stereo unspecified)	27	-17%	-14%	7%	-8%	-2%	?	-0.8	16µM*
Cc1ccc(C(=O)Oc2ccc3ccc(=O)oc3c2)cc1	-1	-9%	8%	-16%	-1%	2%	-21%	1.5	9%
Cc1ccc(/C=N/N2CCN(C3c4ccccc4-c4ccccc43)CC2)o1	0	1%	-10%	?	-4%	-13%	26%	-0.8	0%
CCn1cc(C(=O)OC)c(=O)c2cc(S(=O)(=O)N(C)C3CCCCC3)ccc21	3	13%	-24%	2%	-2%	-5%	12%	0.1	-2%
Cc1cc([N+](=O)[O-])cc2c1NC(=O)C2(O)N1CCCCCC1 (stereo unspecified)	0	6%	2%	-7%	2%	-3%	10%	-1.7	7%
CCOC(=O)c1c(NC(=O)c2cc(CC(C)C)on2)sc(C(C)=O)c1C	-12	-2%	8%	-8%&-1%	6%	?	-18%&-28%	-4.1	-4%
Cn1c(-c2sccc2OCc2ccc(Cl)cc2Cl)n[nH]c1=S	-1	-13%	89µM*	9%	-3%[57.1 µM]	27µM*	23%	-0.6	10%
Cc1cc2ncn(C3CC(=O)N(Cc4ccc(N5CCCC5=O)cc4)C3=O)c2cc1C (stereo unspecified)	5	-13%	-8%	5%	-5%	7%&-2%	1%	-2.6	-8%
Cc1nn(Cc2ccccc2Cl)c(C)c1NC(=O)NC12CC3CC(CC(C3)C1)C2	2	-2%	-15%	10%	-6%	1%	32%	0.4	1%
CCCCn1nnnc1C(c1ccccc1)N1CCN(c2ncccn2)CC1 (stereo unspecified)	1	-3%	-4%	4%	3%	-10%	3%	0.0	7%
CC1CCCC/C1=N\NC(=S)Nc1ccccc1 (stereo unspecified)	-6	7%	5%	18%	-5%	-1%	-12%	-0.6	-3%
Cc1ccc(NC(=O)CNCc2ccccn2)cc1S(=O)(=O)N(C)C	-4	1%	9%	-25%	2%[57.1 µM]	5%	-3%	4.7	-2%
Cc1ccc2cc(CN(CCO)Cc3nnnn3Cc3ccc(F)cc3)c(=O)[nH]c2c1	-5	5%	1%	-3%	6%	-11%	2%	-0.1	-1%
O=C(NCc1ccco1)c1c(O)c2cccc3c2n(c1=O)CCC3	0	7%	-1%	4%	6%	-11%	-17%	0.0	15%
COc1ccc(S(=O)(=O)NC2CCCCC2)cc1C	·	6%	-7%	-11%	-8%	-11%	6%	-1.4	1%
COc1ccc2c(-c3ccc(OCCN4CCOCC4)cc3)c(-c3ccccc3OC)sc2c1	54	-4%	-25%	-14%	-2%	-17%	?	-0.8	-38%[inhibitor]
Cc1noc(/C=C/c2ccccn2)c1[N+](=O)[O-]	-1	-11%	-12%	-23%	-1%	-21%	?	-1.5	?
O=C1CC(c2ccccc2)n2nc(NC(=O)c3cccs3)nc2N1 (stereo unspecified)	-2	1%	8%	12%	-8%	2%	7%	0.4	6%
CCC(=O)c1cc2c(cc1NC(=O)c1ccccc1)OCCO2	·	4%	4%	3%	-4%	-5%	6%	-1.3	2%
COc1ccc(S(N)(=O)=O)cc1C(=O)NCC1(N2CCCCC2)CCCCC1	11	5%	-4%	1%	-6%	-2%	-3%	0.0	0%
CCC1CCCCN1C(=O)CSc1nnc(-c2ccco2)o1 (stereo unspecified)	2	6%	-14%	2%	1%	-14%	16%	-0.9	-1%
